# Screening data deposited in PubChem BioAssay by National Center for Advancing Translational Sciences (NCATS).
# Eya2 phos inh: qHTS Assay for Inhibitors of the Phosphatase Activity of Eya2. AID 488837, 2010. Protein phosphatase EYA2 (Homo sapiens), O00167. 330,000 compounds, 0.006% hits. Potency, µM (titrated, usually from 76.9 µM), for the others: at the highest dose activity, negative = inhibition, hits mostly inhibitors. recombinant Eya2, OMFP fluorescence dephosphorylation (OMFP is methylfluorescein phosphate); further: potency means the concentration at half of the fitted maximal effect; on the % scale 0 is the no-effect control and ±100 the full control effect
#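 Eya2 protein (added as 0.2 uM solution) was preincubated with compound for 10 min at ambient temperature in 50 mM HEPES pH 7.5, 50 mM NaCl, 5 uM MgCl2, 0.05% BSA, 1 mM DTT. OMFP (added at 50 uM) then reacted 10 min; fluorescence read at 485/525 nm.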
# A-T KAP1 phos: qHTS Assay for Identifying a Potential Treatment of Ataxia-Telangiectasia; 320,000 compounds, 0.19% hits; Potency, µM (highest dose often 57.5 µM), for the others: top-dose activation, most hits filed as activators; AID 485349, 2010; […] A-T fibroblasts, KAP-1 phosphorylation AlphaLISA; neocarzinostatin DNA damage 30 min before lysis; further: potency means the concentration at half of the fitted maximal effect; % of control where 0% means no effect; nearly all actives have a fitted effect of over 45% in size
#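 hTERT-immortalized A-T patient fibroblasts ([…]), 500 cells/well in OPTI-MEM, 1% FBS, got compounds for 60 min, then NCS for 30 min at 37C. Lysates were then assayed for phospho-KAP-1 by AlphaLISA (anti-pKAP1 donor, anti-KAP1 acceptor beads), 6 hr at 25C.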
# TRPV1 ag: HTS Assay for Compounds that Act as Agonists of the Vanilloid Receptor 1 | Transient receptor potential cation channel subfamily V member 1 (Homo sapiens), Q8NER1 | TRPV1-expressing cells, Fluo-8 calcium influx, agonist mode | activation, % at 8.33 µM | 320,000 compounds, 0.19% hits; in the data active means activation above about 80%; inconclusive means between about 30% and that limit; further: 0% is about no effect
# Target sequence (Q8NER1 whole entry, looked up): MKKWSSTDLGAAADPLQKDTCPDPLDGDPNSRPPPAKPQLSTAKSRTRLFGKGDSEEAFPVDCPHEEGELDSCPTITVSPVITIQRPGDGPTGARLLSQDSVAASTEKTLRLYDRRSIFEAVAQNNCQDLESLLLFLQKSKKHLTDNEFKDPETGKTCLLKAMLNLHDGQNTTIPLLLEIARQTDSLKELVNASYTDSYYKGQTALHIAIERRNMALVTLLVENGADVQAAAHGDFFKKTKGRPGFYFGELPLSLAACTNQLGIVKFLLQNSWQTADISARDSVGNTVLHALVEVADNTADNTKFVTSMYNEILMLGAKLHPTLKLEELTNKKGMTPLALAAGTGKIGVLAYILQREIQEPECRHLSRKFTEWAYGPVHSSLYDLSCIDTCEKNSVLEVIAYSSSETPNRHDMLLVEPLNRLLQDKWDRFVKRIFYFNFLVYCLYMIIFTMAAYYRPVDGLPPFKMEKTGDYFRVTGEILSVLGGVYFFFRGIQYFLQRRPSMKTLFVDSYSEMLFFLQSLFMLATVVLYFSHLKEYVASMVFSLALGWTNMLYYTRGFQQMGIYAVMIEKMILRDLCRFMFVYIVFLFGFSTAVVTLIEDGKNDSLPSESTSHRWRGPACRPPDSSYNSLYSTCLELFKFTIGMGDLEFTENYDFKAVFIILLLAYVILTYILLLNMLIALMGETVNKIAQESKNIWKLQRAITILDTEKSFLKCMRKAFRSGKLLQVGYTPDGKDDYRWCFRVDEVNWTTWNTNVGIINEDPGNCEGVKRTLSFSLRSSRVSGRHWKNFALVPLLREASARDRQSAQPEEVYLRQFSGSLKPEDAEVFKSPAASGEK
#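 Fluo-8 calcium influx in TRPV1-expressing cells, kinetic read (ex 480/em 520 nm). Compound added and read 3 min for agonist activity, followed by capsaicin at EC20 final and 2 min further read for enhancement.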
# hERG WT inh: qHTS for Inhibitors of KCHN2 3.1: Wildtype qHTS. Voltage-gated inwardly rectifying potassium channel KCNH2 (Homo sapiens), Q12809. activity change, % at 1.84 µM. 340,000 compounds, 0.37% hits. U2OS, BacMam KCNH2, thallium flux FluxOr; stronger effect = lower value;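 active means maximum activity change below -70%; inconclusive means maximum activity change between -70% and -50%; inactive means maximum activity change above -50%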; further: on the % scale 0 is the no-effect control and ±100 the full control effect
#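 U2OS cells were transduced with wild-type KCNH2 virus (2.03 x 10^8 / mL) for 4 h at room temperature, then cultured overnight at 37 C. Thallium flux was read with FluxOr dye. Rate constants were normalized to DMSO controls.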
# USP2a inh: qHTS Assay for Inhibitors of Ubiquitin-specific Protease USP2a Using CHOP2 as the Reporter; Ubiquitin carboxyl-terminal hydrolase 2 (Homo sapiens), O75604; USP2 core, Ub-CHOP2 coupled fluorogenic reporter, 485/531; Potency, µM (titrated, usually from 38.3 µM), inactives show at the highest dose activity change, negative = inhibition, most hits filed as inhibitors; 330,000 compounds, 0.01% hits;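 further: potency means the concentration at half of the fitted maximal effect; plate controls were DMSO wells for no effect and full inhibition by NEM control for full effect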
#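 USP2 core (10nM final) preincubated 30min RT with compound in 20mM Tris-HCl pH 8.0, 2mM CaCl2, 2mM beta-mercaptoethanol, 0.05% CHAPS; 25nM Ub-CHOP2 plus 25nM reporter substrate added, fluorescence (Ex485/Em531) read after 60min.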
# ELG1 DNA repair: qHTS screen for small molecules that inhibit ELG1-dependent DNA repair in human embryonic kidney (HEK293T) cells expressing luciferase-tagged ELG1; HEK293T ELG1-luciferase reporter, luminescence, 16 h; DNA damage induced by 5-fluorouridine; Potency, µM (doses to about 46.1 µM), without a hit: top-dose activity change, negative = inhibition, usual class: inhibitors; 330,000 compounds, 2.3% hits; further: potency means the concentration at half of the fitted maximal effect; on the % scale 0 is the no-effect control and ±100 the full control effect; nearly all actives have a fitted effect of over 55% in size
#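 Step one: seed 2,000 cells per well. Step two: pin-transfer compound or DMSO alongside 5-fluorouridine. Step three: incubate 16 hr, 37 °C, 5% CO2. Step four: add ONE-Glo, wait 30 min, read luminescence.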
# Mito fusion yeast: qHTS Assay for Small Molecule Inhibitors of Mitochondrial Division or Activators of Mitochondrial Fusion | S. cerevisiae fusion-defective mutant growth rescue, CellTiterGlo 48 h | Potency, µM (series often up to 46.1 µM), for the others: top-dose growth rescue (activation), most hits filed as activators | 320,000 compounds, 0.23% hits;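 further: potency means the concentration at half of the fitted maximal effect; % of control where 0% means no effect; nearly all actives have a fitted effect of over 45% in size; temperature-sensitive fusion mutants such as fzo1-1 at 37 °C on non-fermentable ethanol glycerol medium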
#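 Temperature-sensitive fusion-defective S. cerevisiae (e.g. fzo1-1, mgm1-5) were grown with compound in YPEG medium (3% ethanol, 3% glycerol) for 48 hours at 37C. Growth rescue was measured as viability by CellTiterGlo luminescence after 10 minutes at ambient.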
# TSHR antag: Antagonists of the Thyroid Stimulating Hormone Receptor: HTS campaign; Thyrotropin receptor (Homo sapiens), P16473; TSHR-expressing cells, TSH-stimulated cAMP HTRF, 2 h; stronger effect = lower value; activity change, negative = inhibition, % at 11.5 µM; 330,000 compounds, 0.2% hits; AID 504810, 2011;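 active means activity change below a set negative limit, meaning inhibition stronger than a set level, cut at about -70% in these data; inconclusive means activity change between two set negative limits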; further: on the % scale 0 is the no-effect control and ±100 the full control effect
#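 Read-out is FRET at 665 nm (cryptate excitation 337 nm) from a cryptate-tagged anti-cAMP antibody, competed by cell cAMP against cAMP-d2. Compounds are tested on freshly harvested TSHR cells challenged with 4nM TSH (EC80) for 2 hours at 37 deg C.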
# KCNH2 3.1 block: qHTS for Inhibitors of KCHN2 3.1: Mutant qHTS; Potassium voltage-gated channel subfamily H member 2, brain isoform KCNH2 3.1 (human); U2OS KCNH2 3.1, thallium flux FluxOr; stronger effect = lower value; activity change, % (tested at about 1.8 µM); 340,000 compounds, 0.95% hits; AID 720553, 2013;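 active means maximum activity change below -70%; inconclusive means maximum activity change from -70% to -50%; inactive means maximum activity change above -50%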;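 further: thallium influx rate constant from kinetic fluorescence after stimulation buffer; on the % scale 0 is the no-effect control and ±100 the full control effect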
#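 Thallium flux read-out: FluxOr dye with Red40 quencher in HBSS/HEPES, 45 min at RT. Rate constants from kinetic reads were normalized to positive and negative DMSO controls. Cells: U2OS virally expressing the 3.1 isoform.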
# TCR activator: Activators of T cell receptors: qHTS campaign; 330,000 tested, under 10 active; AID 504894, 2011; Potency, µM (doses to about 9.22 µM), inactives show top-dose activation of IL-2 secretion, hits mostly activators; primary human leukocytes, anti-CD3, IL-2 HTRF, 48 h; further: % of control where 0% means no effect
#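 1) Mix primary human leukocytes, a-CD3 beads and compound. 2) Incubate 48 hr. 3) Add HTRF IL-2 reagents (a-IL-2-K, a-IL-2-d2).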
# * = called active by the depositor; i = inactive; ? = inconclusive; · = not tested or not shown; [ ] = another dose, or the depositor's remark. Unless noted, the call rests on the fitted dose curve; in most records, active means well fitted curve in the direction sought with a large enough effect; inconclusive means small, poorly fitted or top-dose-only effect, or another doubt; inactive means no such curve, though single readings can be large; an effect the other way counts as inactive or inconclusive. The list is partial. The share of hits here may be higher or lower than overall.
SMILES,Eya2 phos inh,A-T KAP1 phos,TRPV1 ag,hERG WT inh,USP2a inh,ELG1 DNA repair,Mito fusion yeast,TSHR antag,KCNH2 3.1 block,TCR activator
c1ccc(CN2CCC(N=C3NN=C(c4ccc5c(c4)OCCO5)CS3)CC2)cc1,3%,-1%,1,3,0%,?,5%,-6,-2,3%
O=C1CC(c2ccccc2)CC(O)=C1C=NC1CCCC1 (configuration not stated),?,3%,23,-2,-3%,18%,3%,5,8,3%
Cc1cc2nc(CCN(Cc3cccnc3)C(=S)Nc3ccccc3)[nH]c2cc1C,-22%,-4%,3,-7,1%,?,-1%,9,-6,-227%
CCOc1cccc(N2C(=O)CC(n3cnc4ccccc43)C2=O)c1 (configuration not stated),-4%,3%,0,-3,4%,-1%,-1%,-6,2,-2%
CCn1nnc(NC(=O)c2ccccc2Br)n1,11%,-4%,-1,0,1%,?,2%,-7,-13,1%
Nc1cc(N)nc(SCC(=O)N2CCc3ccccc32)n1,-22%,0%,-1,-10,0%,?,-2%,-8,8,-3%
CC(=O)Nc1cccc(OCC(=O)NCCC2=CCCCC2)c1,0%,0%,?,8,0%,?,3%,0,0,-1%
CN(C)S(=O)(=O)c1cccc(NC(=S)N/N=C/C2CC=CCC2)c1 (configuration not stated),15%,-2%,-4,-15,0%,3%,-4%,-4,-2,-4%
CCN(CC(=O)Nc1ccc2c(c1)OC(F)(F)O2)Cc1nc2ccccc2c(=O)[nH]1,-30%,4%,7,-9,1%,-29%,-1%,-10,-19,4%
Fc1ccccc1CSc1nnc(-c2ccccc2)o1,-7%,-3%,23,-7,4%,?,26%,-3,-9,2%
CCN(CC)C(=O)Cc1ccccc1,-12%,-14%,-3,-14,0%,0%,-7%,11,-6,-1%
COCCCn1c(C)c(C(C)=O)cc(NC(=O)c2ccccc2)c1=O,10%,0%,9,-11,1%,-18%,1%,-14,-12,-3%
COc1ccc(/C=C/c2c([N+](=O)[O-])c(=O)n(C)c(=O)n2C)c(OC)c1OC,3%,0%,19,-10,2%,-11%,-12%,11,7,3%
Cc1cc(C)cc(OCC(=O)OCC(=O)NCc2cccs2)c1,6%,2%,21,-6,1%,11%,4%,9,-26,2%[46.1 µM]
O=[n+]1c2c(n([O-])c3cc(F)c(N4CCCC4)cc31)CCCC2,26%,-5%,6,5,?,?,4%,16,4,4%
CC(=C/c1ccccc1)/C=N/n1c(C)n[nH]c1=S,-3%,-14%,5,-1,0%,21%,-13%,15,13,3%
CC(=O)c1c(C)[nH]c(C(=O)COC(=O)C2CC2)c1C,-1%,12%,1,5,0%,?,-7%,3,12,-3%
CCCc1cc2c(=O)c(-c3cscn3)c(C(=O)OCC)oc2cc1O,-2%,11%,-4,-11,0%,18%,-4%,0,10,-1%
O=C(Nc1nccs1)c1ccccc1N=Cc1ccccc1,4%,16%,-3,-16,1%,16%,-3%,-6,-21,-1%
CC(C)CCOc1ccc(C2(C)NC(=O)NC2=O)cc1 (configuration not stated),3%,-11%,-5,14,1%,9%,-1%,25,3,2%

# Some of these compounds in order of the Eya2 phos inh value, highest first.
molecule | Eya2 phos inh
Cc1cc(C)cc(OCC(=O)OCC(=O)NCc2cccs2)c1 | 6%
CCCc1cc2c(=O)c(-c3cscn3)c(C(=O)OCC)oc2cc1O | -2%
CC(=C/c1ccccc1)/C=N/n1c(C)n[nH]c1=S | -3%

# (continued)
SMILES,Eya2 phos inh,A-T KAP1 phos,TRPV1 ag,hERG WT inh,USP2a inh,ELG1 DNA repair,Mito fusion yeast,TSHR antag,KCNH2 3.1 block,TCR activator
COc1ccc2cc(C3(C)NC(=O)N(CC(=O)Nc4c(C)n(C)n(-c5ccccc5)c4=O)C3=O)ccc2c1 (configuration not stated),3%,-2%,-6,-3,5%,11%,-2%,5,-3,-1%[46.1 µM]
COc1ccccc1N1CCN(S(=O)(=O)c2ccc3c4c(cccc24)C(=O)N3)CC1,-7%,-1%,-5,-3,-1%,-20%,8%,1,4,12%
O=C(/C=C/c1ccccc1)N1CCN(CCN2C(=O)c3cccc4cccc(c34)C2=O)CC1,5%,-2%,-2,-10,5%,10µM*,2%,-4,-30,-4%
CC(C)CNC(=O)COC(=O)CCC(=O)c1cccs1,-16%,0%,0,·,-2%,16%,0%,10,5,5%[46.1 µM]
Cc1cccc(NS(=O)(=O)c2cccs2)c1,-21%,4%,-3,-11,1%,-1%,1%,-1,11,-1%
O=C(CSc1nc2ccccc2c(=O)n1Cc1ccco1)c1ccc(F)cc1,6%,2%,?,16,2%,?,2%,-35,-36,·
CC(C)C(C(=O)Nc1ccc2c(c1)OCCOCCOCCOCCO2)N1C(=O)c2ccccc2C1=O (configuration not stated),-4%,5%,5,3,1%,7%,20%,0,6,-11%
O=C(CC1C(=O)NCCN1Cc1cccc(F)c1)NC1CCCCCC1 (configuration not stated),3%,4%,6,-1,2%,12%,0%,11,6,2%
COCCn1c(C)cc(C(=O)COC(=O)c2ccc(S(=O)(=O)N(C)C)cc2)c1C,0%,-26%,·,8,2%,8%,·,28,-6,1%
COc1ccc(CN(CC2CCC(C(=O)O)CC2)C(=S)Nc2ccccc2C)cc1 (configuration not stated),-3%,-3%,0,-15,1%,14%,-5%,1,0,-2%

# Some entries already given with just TCR activator, TSHR antag and Eya2 phos inh.
SMILES	TCR activator	TSHR antag	Eya2 phos inh
O=C(CSc1nc2ccccc2c(=O)n1Cc1ccco1)c1ccc(F)cc1	·	-35	6%
CC(C)C(C(=O)Nc1ccc2c(c1)OCCOCCOCCOCCO2)N1C(=O)c2ccccc2C1=O (configuration not stated)	-11%	0	-4%
O=C(CC1C(=O)NCCN1Cc1cccc(F)c1)NC1CCCCCC1 (configuration not stated)	2%	11	3%
COCCn1c(C)cc(C(=O)COC(=O)c2ccc(S(=O)(=O)N(C)C)cc2)c1C	1%	28	0%
COc1ccc(CN(CC2CCC(C(=O)O)CC2)C(=S)Nc2ccccc2C)cc1 (configuration not stated)	-2%	1	-3%

# Additional compounds follow:
SMILES,Eya2 phos inh,A-T KAP1 phos,TRPV1 ag,hERG WT inh,USP2a inh,ELG1 DNA repair,Mito fusion yeast,TSHR antag,KCNH2 3.1 block,TCR activator
CCOC(=O)Cn1c(=O)oc2cc(S(=O)(=O)Nc3cc(OCC)ccc3OCC)ccc21,-10%,-4%,-2,-13,1%,-8%,-1%,-10,-15,4%
COc1cc(Cl)c(S(=O)(=O)N2CC(C)OC(C)C2)cc1Cl (configuration not stated),11%,8%,5,0,3%,-1%,3%,3,-4,-3%
O=C1COc2ccc(S(=O)(=O)N3CCC(C(=O)NCc4ccc(F)cc4)CC3)cc2N1,1%,10%,2,-11,0%,10%,-2%,13,-3,-7%
CN1CCN(C(=O)c2cc(C(C)(C)C)cc(C(C)(C)C)c2)CC1,3%,0%[11.5 µM],17,i,0%,6%,-25%,-1,0,0%
C[n+]1ccn(CC(=O)c2cccs2)c1,16%,-7%,-2,-2,2%,-2%,0%,-1,25,8%
CC(NC(=O)CSc1nc(=O)cc(N)n1CCc1ccccc1)c1ccccc1 (configuration not stated),9%,6%,0,-3,2%,-2%,1%,0,8,7%
CC(=O)c1ccc(NC(=O)CCSCCC(=O)Nc2ccc(C(C)=O)cc2)cc1,-5%,0%,-2,-9,-2%,-5%,-5%,-2,7,-2%
CC(C)CN1C(=O)C(=O)N(CC(=O)NC2CCCc3ccccc32)C1=O (configuration not stated),-2%,-9%,-1,1,-1%,1%,-3%,1,5,3%
O=c1[nH]c(C2CCN(S(=O)(=O)c3ccccc3C(F)(F)F)CC2)nc2c1nnn2Cc1ccccc1,-23%,-17%,-1,-22,-7%,?,-5%,6,-13,0%
N#C/C(=C\c1ccc(OCCN2CCOCC2)cc1)C(=O)Nc1ccc(S(N)(=O)=O)cc1,-2%,-13%,0,-15,1%,-2%,3%,7,8,-5%
